Source: PubChem BioAssay
MCF10A rereplic: induces DNA re-replication in MCF 10a normal breast cells; AID 624296; Potency, µM (top dose mostly 46.1 µM), inactives show at the highest dose activity, positive = re-replication, hits mostly activators; 350,000 compounds, 2.9% hits; MCF 10A DNA re-replication, Hoechst nuclear intensity, 48 h; further: potency means the concentration at half of the fitted maximal effect; % of control where 0% means no effect; nearly all actives have a fitted effect of over 50% in size
Nrf2 activator: Nrf2 pathway activation; AREc32 ARE-luciferase reporter (MCF7-derived line), luminescence, 24 h; 410,000 compounds, 0.31% hits; AID 624171; Potency, µM (series often up to 46.1 µM), inactives show top-dose activation, hits mostly activators; further: potency means the concentration at half of the fitted maximal effect; % of control where 0% means no effect; nearly all actives have a fitted effect of over 65% in size
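Quantitative high-throughput format: AREc32 reporter cells, 1000 per well, received compound by pin transfer and were incubated 24 hr at 37 deg C, 5% CO2, before Steady-Glo luminescence detection.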
Nrf2 block: Nrf2 pathway inhibition; Potency, µM (titrated, usually from 46 µM), without a hit: at the top dose activity change, negative = inhibition, usual class: inhibitors; A549 ARE-Fluc reporter, luciferase luminescence, 18-24 h; 360,000 compounds, 2.1% hits; further: potency means the concentration at half of the fitted maximal effect; on the % scale 0 is the no-effect control and ±100 the full control effect; nearly all actives have a fitted effect of over 60% in size
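Cells were seeded and rested 2 h, then exposed to compounds for 18-24 h. CellTiter-Fluor was read first as a viability measure. BugLite was added 15 min before the final luminescent read of ARE-luciferase activity in A549 cells.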
A549 tox: A549 cytotoxicity, counter-screen for Nrf2 inhibitors; A549 ARE-Fluc cells, CellTiter-Fluor viability, 18-24 h; Potency, µM (titrated, usually from 46 µM), for the others: at the top dose activity change, negative = cytotoxicity, actives largely listed as inhibitors; 390,000 compounds, 0.16% hits; further: potency means the concentration at half of the fitted maximal effect; on the % scale 0 is the no-effect control and ±100 the full control effect
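Cytotoxicity counterscreen: CellTiter-Fluor fluorescence was measured in A549 ARE_Fluc cells after 18-24 h of compound exposure in a concentration series. The subsequent BugLite luminescent read reports ARE-luciferase activity.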
IL1B secr inh: inhibitors of inflammasome signaling (IL-1 beta secretion); THP-1 LPS/ATP IL-1B secretion, AlphaLISA, 16 h; active compounds read low; activity change, % at 57.5 µM; 360,000 compounds, 4.7% hits; AID 743279; in the data active means activity change below about -50%; inconclusive means mostly about -30% to -49%; further: on the % scale 0 is the no-effect control and ±100 the full control effect
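Secreted IL-1B measured by AlphaLISA bead assay after 16 h compound exposure of THP-1 cells; compounds (final up to 57.5 uM) added 1 h before LPS (250 ng/mL) and ATP (1.25 mM) stimulation; lower signal means less secretion.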
TGFb SMAD3 inh: blocks TGF-b signaling | Potency, µM (top dose mostly 46.1 µM), for inactives: at the highest dose activity, negative = inhibition, most hits filed as inhibitors | 410,000 compounds, 1.2% hits | HepG2 CAGA-GFP TGF-b/SMAD3 reporter, GFP fluorescence, 18 h; TGF-beta stimulated, 500 pg/mL final; further: potency means the concentration at half of the fitted maximal effect; on the % scale 0 is the no-effect control and ±100 the full control effect; nearly all actives have a fitted effect of over 65% in size
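Inhibition was scored as loss of TGF-beta-induced (500 pg/mL final, 18 hours, 37 degrees C) GFP in HEPG2 cells carrying a CAGA-GFP reporter, in DMEM with 1% FBS. Well GFP was summed per cell; Activity was normalised to unstimulated and stimulated DMSO wells, then concentration-response fitting.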
S2 tox: cell viability loss in ATXN counter-screen | S2 cells (HEK-293 line with an ATXN2-luciferase reporter) viability, CellTiter-Fluor protease fluorescence, 24 h | Potency, µM (series often up to 56.7 µM), most hits filed as cytotoxic | 400,000 compounds, 0.49% hits | AID 651635; further: potency means the concentration at half of the fitted maximal effect; nearly all actives have a fitted effect of over 40% in size
HepG2 viability: counter-screen for TGF-b inhibitors: cytotoxicity in HepG2 cells; HepG2 CAGA-GFP viability, ATP luminescence, 18 h; Potency, µM (series often up to 46.1 µM), for the others: top-dose activity change, negative = cytotoxicity, most hits filed as cytotoxic; 410,000 compounds, 0.76% hits; AID 588856; further: potency means the concentration at half of the fitted maximal effect; some results filed as inactive show a strong effect at the top dose
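CellTiter-Glo luminescence gave cytotoxicity after 18 hours at 37 degrees C. The cells were HepG2 CAGA-GFP in 1% FBS DMEM, stimulated with 500 pg/mL TGF-beta after compound addition. %Activity was normalised to no-cell wells (complete cell-killing) and DMSO (no toxicity), and curves were fitted and classified.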
ATXN2 expr inh: inhibitors of ATXN2 expression; HEK-293 ATXN2-luciferase reporter, luminescence, 24 h; AID 1745845; 360,000 compounds, 0.72% hits; Potency, µM (titrated, usually from 57 µM), for inactives: at the highest dose activity change, negative = inhibition, usual class: inhibitors; further: potency means the concentration at half of the fitted maximal effect; on the % scale 0 is the no-effect control and ±100 the full control effect; nearly all actives have a fitted effect of over 55% in size
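ATXN2-luciferase reporter cells (luciferase flanked by upstream and downstream ATXN2 gene portions) were treated 24 h at 37 °C with compounds at up to 57 uM. SteadyGlo luminescence gave expression; GF-AFC fluorescence gave viability.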
* marks the source's active call; other numbers are inactive results; i = inactive; ? = inconclusive; . = no result given; & = joins results of further samples; [ ] = another dose, or the depositor's remark. Unless noted, the call rests on the fitted dose curve; in most records, active means well fitted curve in the direction sought with a large enough effect; inconclusive means small, poorly fitted or top-dose-only effect, or another doubt; inactive means no such curve, though single readings can be large; an effect the other way counts as inactive or inconclusive.

SMILES	MCF10A rereplic	Nrf2 activator	Nrf2 block	A549 tox	IL1B secr inh	TGFb SMAD3 inh	S2 tox	HepG2 viability	ATXN2 expr inh
COc1ccc(Nc2ncc3c(n2)CCN(Cc2ccc(Br)s2)C3)c(OC)c1	.	-0.9%	.	7%	.	1%	i	4%	12%
Cc1cn2c(=O)cc(COc3cccc(NC(=O)c4ccccc4Cl)c3)nc2s1	.	-0.2%	-1%	1%	.	-9%	i	5%	-2%
CCOc1ccc(N2C(=O)NC(Cc3c[nH]c4ccccc34)C2=O)cc1 (stereo not given)	-2%	0.0%	.	-1%	22	-8%	i	9%	2%
Cc1cccc(C)c1NC(=O)C1c2ccccc2OCC(=O)N1CC(F)(F)F (stereo not given)	.	-0.8%	.	.	18	.	i	.	2%
CSc1nc2ccc(NC(=O)c3ccc(F)c(F)c3)cc2s1	26%	7.7%	29%	-9%	-2	2%	i	-9%	34%[activator]
COc1ccc(/C(C)=N/OCC(=O)Nc2nc3ccccc3s2)cc1OC	?	0.9%	-8%	-4%	-29	?	i	-2%	1%
COC(=O)CCCCCCCC(=O)Nc1nnc(C(F)(F)F)s1	6%	0.1%	-3%	1%	7	8%	i	-24%	-11%
Cc1ccc2nc(CCc3nc4ccc(C)cc4o3)oc2c1	0%	14%	-12%	1%	-9	-11%	i	-23%	9%
CCc1ccc2nc(SCC(=O)Nc3nnc(C)s3)c(C)cc2c1	9%	0.3%	-10%	16%	-6	39%[activator]	i	-6%	-21%
COc1ccc(OCc2cc(C(=O)N3CCC(c4ccccc4)CC3)no2)c(Cl)c1	11%	4.3%	?	11%	i	12%	i	5%	3%
CCCc1nn2c(=O)c(C(c3cccc(Cl)c3)c3c(O)nc4sc(CCC)nn4c3=O)c(O)nc2s1	0%	-0.4%	-1%	-9%	5	-2%	i	0%	-3%
CC(C)c1ccccc1NC(=S)NC(=O)C1CCCCC1	-1%	2.5%	-12%	-1%	71	?	i	-30%	6%
O=C(c1ccc2c(=O)n3c(nc2c1)CCCCC3)N1CCN(c2ccc([N+](=O)[O-])cc2)CC1	-8%	-0.3%	23µM*	?	-3	-23%	i	-19%	-36%
COc1ccc(-n2c(=O)cc(N3CCOCC3)[nH]c2=O)cc1	1%	0.1%	1%	-4%	6	-2%	i	-4%	-3%
O=C(O)C1C2CCC(C2)C1C(=O)Nc1cc(F)ccc1F (stereo not given)	-6%	0.4%	5%	1%	36	-5%	i	-4%	2%
CCN(CC)CC(=O)Nc1ccc(/C(C)=N/NC2=NCCN2)cc1	23µM*	-0.8%	-1%	?	?	-3%	i	-15%	.
COc1ccc(NC(=O)CSc2nnc(Cc3cccn3C)n2-c2ccc(F)cc2)cc1OC	2%	-0.5%	12%	1%	-27	-9%	i	-17%	-3%
O=C(O)CSC(=S)N1CCCCC1	-4%	-0.3%	-2%	-1%	2	-3%	i	-1%	-8%
O=C(CC1C(=O)NCCN1Cc1c(F)cccc1Cl)NCCCN1CCCC1=O (stereo not given)	0%	-0.3%	8%	2%	15	-10%	?	-2%	-4%
CC1=C(C(=O)OC2CCCCCCC2)C(c2cc3c(cc2Br)OCO3)CC(=O)N1 (stereo not given)	5.8µM*	-0.3%	21µM*	?	-59*	?	i	16µM*	?

3 structures from above, sorted by SMILES length, smallest number first:
SMILES	MCF10A rereplic	Nrf2 activator	Nrf2 block	A549 tox	IL1B secr inh	TGFb SMAD3 inh	S2 tox	HepG2 viability	ATXN2 expr inh
CC(C)c1ccccc1NC(=S)NC(=O)C1CCCCC1	-1%	2.5%	-12%	-1%	71	?	i	-30%	6%
Cc1ccc2nc(CCc3nc4ccc(C)cc4o3)oc2c1	0%	14%	-12%	1%	-9	-11%	i	-23%	9%
O=C(CC1C(=O)NCCN1Cc1c(F)cccc1Cl)NCCCN1CCCC1=O (stereo not given)	0%	-0.3%	8%	2%	15	-10%	?	-2%	-4%

(cont.)
SMILES	MCF10A rereplic	Nrf2 activator	Nrf2 block	A549 tox	IL1B secr inh	TGFb SMAD3 inh	S2 tox	HepG2 viability	ATXN2 expr inh
O=C(O)/C=C\C(=O)Nc1ccccc1N1CCN(c2ccccc2)CC1	0%	-0.5%	1%	5%	5	-14%	i	-10%	.
CCc1ccc(/C=N/n2c(C)cc(C)c(C#N)c2=O)cc1	16%	4.1%	9%	5%	27	?	i	-13%	7%
Cc1cc(C)cc(OCC(=O)OCC(=O)NC2CCCCCCC2)c1	5%	-0.5%	10%	0%	-1	-3%	i	-2%	-2%
COCc1ccc(CN2CCCC(C(=O)Nc3ccc(-c4cccc(OC)c4)cc3)C2)o1 (stereo not given)	?	4.1%	-24%	-2%	-5	-20%	i	-26%	-17%
CN(C)CCNC(=O)C(=O)NCC1CCCN1S(=O)(=O)c1cccs1 (stereo not given)	6%	-0.9%	11%	-2%	-6	-16%	i	1%	0%
CCOC(=O)c1cccc(NC(=O)Cn2c(=O)c3cccn3c3ccccc32)c1	.	6.8%	12µM*	0%	.	-14%	.	5%	.
COCCCN(Cc1cccs1)S(=O)(=O)c1csc(C(N)=O)c1	-3%	0.2%	-3%	2%	0	37%[activator]	i	21%	.
CCOc1ccc(CNC(=O)CCC(=O)N2Cc3ccccc3Oc3ncccc32)cc1	0%	-0.1%&-1.0%	?	1%&6%	-2	2%&-7%	i	-3%&-24%	0%&-6%
CC(C)=CCC/C(C)=C/CNC(=O)CC1C[C@H](C(=O)N(C(C)C)C(C)C)[C@@]2(C)c3[nH]c4ccccc4c3CCN2C1=O (stereo not given in full)	1%	-0.5%	?	?	-17	-9%	i	-10%	0%
Cc1ccc(C(=O)Nc2ccccc2C(=O)O)cc1S(=O)(=O)NCc1ccccc1	-2%	-0.3%	2%	0%	0	0%	i	3%	0%
O=C(COC(=O)CN1C(=O)COc2ccccc21)NCc1ccc(F)cc1	-1%	0.2%	11%	-3%	0	0%	i	-10%	-6%
O=C(NC1C2CC3CC(C2)CC1C3)c1ccc(N2CCNCC2)c([N+](=O)[O-])c1 (stereo not given)	?	-0.8%	10%	2%	.	-27%	i	28%	11%
Cc1nc(SCC(=O)N2CCNC2=O)c(C#N)c(C)c1C	.	0.5%	.	.	11	-18%	i	-11%	.
Cc1ccc(C(=O)CNc2ccc(C)c(Cl)c2)cc1	15%	3.6%	?	9%	0	1%	i	-8%	13%
O=C1N=C(N2CCN(Cc3ccccc3)CC2)S/C1=C/c1cccs1	-35%[inhibitor]	5.5%	1%	-9%	.	-16%	i	-44%	40%[activator]
Cc1cc(N)n(-c2ccc(S(=O)(=O)c3ccc(C(C)C)cc3)cc2)n1	13%	0.3%	-7%	-2%	24	11%	i	-1%	-4%
Cc1cc(-c2nc(C)c(-c3nnc(SCC(=O)Nc4ccccc4)n3C)s2)no1	-4%	-0.9%	-7%	7%	5	-12%	i	-33%	-18%
COc1ccccc1/C=C/C(=O)N1CCN(S(=O)(=O)c2cc(C)ccc2C)CC1	5%	-0.6%	16µM*	-2%	-16	-25%	?	-18%	.
Cc1ccc(NC(=O)c2oc3ccccc3c2NC(=O)c2ccc(F)c(F)c2)cc1	.	-1.3%	-17%	2%	.	-21%	i	-24%	8%
COC(=O)c1cc(CSC(=N)N)ccc1OCCC(C)C	?	14%	10%	-20%	-85*	-42%	?	-84%	-20%
CC(=O)N1CCN(S(=O)(=O)c2ccc(S(=O)(=O)NCC(C)C)cc2)CC1	13%	0.1%	?	4%	-7	-1%	i	0%	1%
COc1cc(NC(=O)CN(C)Cc2ccc(OC(F)F)cc2)c(C)cc1[N+](=O)[O-]	28%	0.3%	-21%	-2%	25	-21%	i	-18%	-6%
O=C(COC(=O)c1ccc(S(=O)(=O)NCc2ccco2)cc1)Nc1ccccc1	3%	0.0%	?	-3%	4	3%	i	3%	10%
Cc1nc(=O)c(-c2ccccc2)c(C)n1-c1cccc(C(=O)O)c1	5%	-0.6%	8%	-4%	7	-6%	i	-2%	1%
CCN(CC)C(=O)OCc1c(-c2cccc(OC)c2)ncc2ccccc12	23%	3.1%	?	-7%	-8	-4%	?	-6%	?
Cc1ccc(-c2nc(C#N)c(NCC3CCCO3)o2)cc1 (stereo not given)	-5%	3.9%	?	-10%	7	0%	i	7%	14%
COc1ccc(N(C)C(=O)Nc2ccc3c(c2)nnn3C)cc1	3%	-0.3%	-1%	-1%[1.84 µM]	4	-10%	i	-12%	22%
CCOc1ccc(S(=O)(=O)NCCCn2ccnc2)cc1NC(C)=O	1%	2.7%	-8%	5%	35	-5%	i	-26%	0%
COc1ccc(Br)cc1C(=O)Nc1cccc2ccc(C)nc12	.	11%	0%	8%	.	6%	i	-1%	-2%
CCN(CC)C(=O)C(C)N(C#N)c1nc(SC)nc(N(C)C)n1 (stereo not given)	-1%	4.4%	-2%	-8%	0	-4%	?	0%	3%
CCC(CC)c1nnc(NC(=O)c2ccc3ccccc3n2)s1	?	12%	?	-6%	4	12%	i	-24%	10%
C[N+]1(C)CC2=Cc3ccccc3CC2C1 (stereo not given)	-3%	-0.3%	?	-10%	-6	-5%	i	0%	-5%
CN1CCN(c2ccc(S(=O)(=O)Nc3ccccc3)cc2[N+](=O)[O-])CC1	?	0.0%	?	6%	0	0%	i	-25%	-10%
COc1ccc(CN2C(=O)c3ccccc3C2(C)c2nc3ccccc3[nH]2)cc1 (stereo not given)	.	0.0%	.	.	-6	.	?	.	13%
COc1cc(C(=O)OCC(=O)NC(C)CCc2ccccc2)cc(OC)c1OC (stereo not given)	-1%	-0.2%	2%	-4%	50	7%	i	7%	-13%
CCOC(=O)CN1C(=O)/C(=C/c2ccccc2Br)Oc2ccccc21	?	1.6%	8%	3%	27	26%	i	-11%	-2%
Cn1c(=O)[nH]c(Nc2ccc(F)cc2)c([N+](=O)[O-])c1=O	-41%[inhibitor]	0.2%	-7%	-6%	13	6%	i	19%	0%
